Apoferritin bind = binds horse apoferritin like a general anesthetic | apoferritin/1-aminoanthracene competitive binding, fluorescence | Potency, µM (doses to about 77.5 µM), inactives show at the highest dose activity change, negative = displacement, most hits filed as inhibitors | actives 0.074% (n = 350,000); also: potency is read from the fitted curve at half-maximal effect; % is scaled to controls: 0 for no effect and ±100 for the full control effect; nearly all actives have a fitted effect of over 20% in size
Target sequence (P02791 2-175 limits assumed): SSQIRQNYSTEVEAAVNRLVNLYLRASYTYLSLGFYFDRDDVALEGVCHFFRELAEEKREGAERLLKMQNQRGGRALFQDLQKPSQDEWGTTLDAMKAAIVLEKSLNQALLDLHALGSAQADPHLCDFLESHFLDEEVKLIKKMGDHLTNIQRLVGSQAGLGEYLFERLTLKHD
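10 uM apoferritin + 50% sat. 1-AMA, PBS; cpd 10 min RT; Ex380/Em535 endpoint; normalized to free probe vs complex; 4-param Hill fit; propofol titration as pos. ctrl.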
D2 PAM = positive allosteric modulators of human D2 dopamine receptor; P14416; HEK293 T-REx D2, calcium flux, EC20 dopamine potentiation; potentiation, % at 10 µM; actives 0.34% (n = 340,000); AID 485347;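 active = potentiation over 3 SD above the plate norm, cut at about 30% in these data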; also: 0% is about no effect
Target sequence (P14416 whole entry, looked up): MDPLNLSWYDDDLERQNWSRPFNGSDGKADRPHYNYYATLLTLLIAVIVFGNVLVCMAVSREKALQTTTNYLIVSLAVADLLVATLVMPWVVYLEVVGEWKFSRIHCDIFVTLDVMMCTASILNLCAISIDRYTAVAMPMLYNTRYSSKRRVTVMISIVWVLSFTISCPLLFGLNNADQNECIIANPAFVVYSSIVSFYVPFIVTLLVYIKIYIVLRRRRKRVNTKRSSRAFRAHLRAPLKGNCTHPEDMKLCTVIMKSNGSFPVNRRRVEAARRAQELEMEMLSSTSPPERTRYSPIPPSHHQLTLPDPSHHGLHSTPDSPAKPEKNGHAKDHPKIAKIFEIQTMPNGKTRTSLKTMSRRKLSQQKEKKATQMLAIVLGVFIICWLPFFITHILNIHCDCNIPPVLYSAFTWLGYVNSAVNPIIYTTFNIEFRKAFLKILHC
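Cells plated with tetracycline inducer and held overnight at 30 C; calcium dye loaded 30–90 min at room temperature; baseline taken, compound added and read 180 s; EC20 dopamine then added and read 180 s.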
RXFP1 antag = blocks the human relaxin receptor RXFP1; Q9HBX9; HEK293-RXFP1, relaxin-stimulated cAMP HTRF, 30 min; active compounds read low; activity change, negative = inhibition, % at 57.5 µM; actives 0.59% (n = 350,000);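 active = activity change of -60% or lower, but not beyond a set lower limit; inconclusive = change between -60% and -40%, or beyond the set limit; inactive = change above -40%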; also: % is scaled to controls: 0 for no effect and ±100 for the full control effect
D1 antag = human D1 dopamine receptor antagonism; P21728; HEK293 TREx D1 cells, calcium flux, dopamine EC80; active compounds read low; activity change, negative = inhibition, % at 10 µM; actives 3.2% (n = 360,000); in the data active = activity change below about -30%; also: % is scaled to controls: 0 for no effect and ±100 for the full control effect
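Inducible Hek293 Trex D1 cells (tetracycline, overnight, 30 C). Calcium dye 30–90 min RT. Antagonist mode: EC80 dopamine added after 180 s compound read.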
TRHR ag = agonists of human TRH receptor | TRHR cells, calcium flux fluo-8, FDSS agonist mode | activation, % at 2 µM | AID 493084 | actives 0.18% (n = 360,000); in the data active = activation above about 30%; also: 0% is about no effect
Target sequence (P34981 whole entry, looked up): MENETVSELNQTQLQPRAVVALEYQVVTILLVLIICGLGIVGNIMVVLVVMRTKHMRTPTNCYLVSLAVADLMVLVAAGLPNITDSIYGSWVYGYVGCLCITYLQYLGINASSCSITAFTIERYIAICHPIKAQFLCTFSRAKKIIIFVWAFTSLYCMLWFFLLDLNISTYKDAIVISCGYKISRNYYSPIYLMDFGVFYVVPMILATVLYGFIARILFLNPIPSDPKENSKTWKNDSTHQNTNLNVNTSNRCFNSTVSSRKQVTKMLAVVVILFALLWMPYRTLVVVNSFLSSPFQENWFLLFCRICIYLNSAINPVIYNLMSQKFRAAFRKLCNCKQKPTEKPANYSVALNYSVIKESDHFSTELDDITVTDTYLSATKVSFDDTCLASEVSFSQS
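Fluo-8-loaded TRHR cells; 10 s baseline, compound added, kinetic Ca2+ fluorescence read 1/s, agonist mode.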
D1 PAM = potentiators of human D1 dopamine receptor; P21728; HEK293 TREx D1 cells, calcium flux, dopamine EC20 potentiation; potentiation, % at 10 µM; actives 0.036% (n = 360,000); in the data active = potentiation above about 30%; also: 0% is about no effect
TRHR PAM = TRH receptor (human) allosteric enhancement; P34981; enhancement, % at 2 µM; AID 493056; actives 0.66% (n = 360,000); TRHR cells, fluo-8 calcium fluorescence, EC20 TRH enhancement; in the data active = enhancement above about 30%; also: 0% is about no effect
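TRHR-expressing cells loaded with fluo-8 calcium dye were read kinetically (ex 480/em 530) during compound addition, then stimulated with an EC20 of TRH (10 nM final). Enhancement of the Gq-mediated intracellular calcium response was scored.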
D1 agonist = agonists of human D1 dopamine receptor; activation, % at 2 µM; HEK293 T-REx D1 cells, calcium flux, agonist mode; actives 1% (n = 360,000); AID 504660; P21728; in the data active = activation above about 30%; also: 0% is about no effect
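Tetracycline-induced HEK293 TREx D1 cells, force-coupled to calcium signalling, were dye-loaded with a no-wash calcium kit. Compound was pin-added after a 10 s baseline. Fluorescence was read kinetically at 1 cycle/s for 180 s, with calcium rises flagged as agonism.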
RXFP1 agonist = activates the human relaxin receptor RXFP1; HEK293T-RXFP1 cAMP TR-FRET, 30 min; response scale: percent of porcine relaxin response, buffer zero; AID 2676; Q9HBX9; Potency, µM (titrated, usually from 57.5 µM), inactives show at the top dose activation, hits mostly activators; actives 0.3% (n = 370,000); also: potency is read from the fitted curve at half-maximal effect; % is scaled to controls: 0 for no effect and ±100 for the full control effect; nearly all actives have a fitted effect of over 60% in size; many of its hits are not listed in these tables
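cAMP rise read by TR-FRET after 30 min, 37C compound exposure (up to 58 uM) in RXFP1-transfected HEK293 cells with Ro 20174 present. EC50 from Hill-equation fits, with 29 nM porcine relaxin as 100% and buffer as basal.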
Starred values were filed as active, the others as inactive; ? = inconclusive; . = no result given; [ ] = dose if it differs, or a comment. Unless noted, calls follow the shape of the dose curve; as a rule, active = well fitted curve in the direction sought with a large enough effect; inconclusive = small, poorly fitted or top-dose-only effect, or another doubt; inactive = no such curve, though single readings can be large; an effect the other way counts as inactive or inconclusive. Some of the compounds tested; count on the stated rates, not on these rows.

SMILES	Apoferritin bind	D2 PAM	RXFP1 antag	D1 antag	TRHR ag	D1 PAM	TRHR PAM	D1 agonist	RXFP1 agonist
Cc1cc(NC(=O)Cc2cn3ccsc3n2)n(-c2ccccc2)n1	12%	-4	-5	0	-0.3	-2	-2	1	2.6%
O=C(c1oc(=O)c2ccccc2c1-c1ccccc1)N1CCOCC1	-11%	.	1	2	0.5	6	-1	3	1.3%
COc1ccc(Cn2c(C)nc([N+](=O)[O-])c2SCC(=O)O)cc1[N+](=O)[O-]	-8%	-5	8	4	0.0	-2	-6	3	1.9%
O=C(CSc1nnc(-c2ccc(O)cc2)o1)Nc1ccc2c(c1)OCCO2	-16%	7	4	7	-0.2	-7	-2	3	1.0%
CC(=O)C1=C(c2ccc(Cl)cc2)N(C(C)=O)n2c(nnc2C2CCCCC2)S1	-4%	1	-14	.	0.2	-2	0	1	-0.2%
CC[C@H](C)[C@@H]1NC(=O)c2cc([N+](=O)[O-])cc(F)c2NCCCC[C@@H](C(N)=O)NC(=O)[C@H](CC(N)=O)NC1=O	2%	2	.	-14	-0.7	-1	0	-4	-0.1%
O=c1c2c(nc3c(-c4ccccc4)c[nH]n13)CCC2	-5%	-9	-3	23	0.4	-6	7	2	0.7%
COc1cccc(C(=O)Nc2cccc(-c3cn4c(C)csc4n3)c2)c1OC	-16%	10	.	3	-0.5	-2	1	-1	1.0%
CCc1cc(=O)oc2cc(C)c3c(C)coc3c12	7%	-1	-7	-5	-0.1	-3	1	2	4.6%
O=C(O)C(Cc1ccc(Cl)cc1)Sc1nc2ccccc2[nH]1 (configuration not stated)	-10%	-11	-5	17	-0.3	-1	2	1	0.6%
CCOC(=O)Cn1c(C)nc2ccccc21	-7%	-6	-3	4	0.0	-5	0	2	0.9%
O=C(O)/C(=C\c1cccc([N+](=O)[O-])c1)c1ccc(S(=O)(=O)N2CCCCC2)s1	1%	-4	1	0	-1.3	1	0	6	0.6%
FC(F)(F)c1cccc(NC(=S)N2CCN(c3ccccn3)CC2)c1	-1%	-12	1	-30*	-0.1	-3	0	4	-0.1%
COc1ccc(/C=C/C(=O)Nc2cccc(S(=O)(=O)NC3=NCCCCC3)c2)cc1	-2%	-1	-4	1	0.3	-5	-2	3	-2.8%
Cc1ccc2nc3c(cc2c1)c(NS(=O)(=O)c1ccccc1)nn3CC(C)C	-5%	-4	-6	11	0.0	-1	-3	1	-0.8%
CCOC(=O)N1CCN(S(=O)(=O)/C=C/c2ccccc2)CC1	-10%	-9	-11	10	-0.4	-8	-4	1	2.1%
COC(=O)c1cc2c(ccn2-c2ccc(F)cc2)n1CC(C)C	-9%	12	-22	0	-1.0	17	6	12	1.6%
CC(C)Cn1c(N)c(C(=O)CSc2nncs2)c(=O)n(C)c1=O	.	6	-4	-5	0.0	4	1	4	0.9%
O=C(NCC(=O)N1CCc2ccccc2C1)c1ccccc1Cl	-4%	4	-1	-14	-0.4	-9	-7	3	0.5%
CCS(=O)(=O)c1nc(S(=O)(=O)c2ccc(Cl)cc2)c(N2CCC3(CC2)OCCO3)s1	-9%	6	12	-20	0.1	-2	2	3	4.8%
COc1ccc(CN2CCCC(CNC(=O)c3ccc(F)cc3)C2)c(C)c1C (configuration not stated)	-12%	-7	1	8	1.2	0	5	4	1.8%
Cc1cccc(Cn2c(=O)n(-c3cc(C)cc(C)c3)c(=O)c3oc4ccccc4c32)c1	-1%	2	-2	4	0.7	2	3	2	-1.3%
COc1ccc(C(=O)NCC(=O)NCC(=O)OCC(=O)c2ccc(C)cc2)cc1	-7%	6	-13	-15	-1.6	-6	7	2	0.4%
CCC(CC)C(=O)Nc1cccc(C(=O)N2CCCC2)c1	3%	-1	-3	6	0.0	6	-3	2	2.4%
Cc1ccc(NC(=O)COc2ccccc2C(=O)NCCN(C)C)cc1	0%	.	.	2	0.6	-1	-2	2	-1.2%
CC(=O)N1CCN(S(=O)(=O)c2cccc(C(=O)Nc3nc4ccccc4[nH]3)c2)CC1	?	-1	-1	15	-1.6	-7	-2	3	-5.8%
CN(CC(=O)Nc1cccc(F)c1)C(=O)c1ccc(C2SCCS2)cc1	.	2	-16	-26	-1.3	-5	6	8	-1.2%
CCOC(=O)N1CCN(C2=CC(=O)OC23CCCCC3)CC1	-8%	2	-17	4	1.4	-2	11	3	0.0%
O=C(CSc1nc2ccccc2c(=O)n1-c1ccc(F)cc1)NC1CCS(=O)(=O)C1 (configuration not stated)	.	3	6	-5	0.4	7	-1	5	2.4%
O=C(CSCc1c(F)cccc1Cl)NCc1ccncc1	-11%	15	10	-3	0.1	-1	4	2	0.3%
Cc1c(Br)c([N+](=O)[O-])nn1CCCC(=O)N1CCN(c2ccccc2)CC1	-8%	5	-2	0	0.3	-1	1	1	10%
COc1ccc(CCN2C(=O)CC(N3CCN(S(=O)(=O)c4ccccc4)CC3)C2=O)cc1OC (configuration not stated)	-5%	0	-3	-8	0.0	-3	-5	-1	2.9%
Cc1ccc(/C=N/NC(=O)CSc2nc3ccccc3[nH]2)o1	5%	1	-27	1	0.1	-6	6	1	-0.7%
C#CCOC(=O)CCCC(=O)Nc1ccccc1OC	-18%	-3	5	-7	0.2	0	1	1	-1.4%
CSCCC(NC(=O)COc1ccccc1)C(=O)NC1CCC(C)CC1 (configuration not stated)	.	-12	-1	5	-0.7	-2	0	1	-0.1%
COC(=O)c1cc(CSC(=N)N)ccc1OCCC(C)C	-4%	4	-23	-1	-0.1	5	10	29	-4.5%
CCCCN(C(=O)CSc1nnc(Nc2ccccc2)s1)c1c(N)n(CCC)c(=O)[nH]c1=O	-21%	5	7	8	0.0	-3	-4	3	26%
O=[N+]([O-])c1ccc(C[n+]2cccc3ccc4cccnc4c32)cc1	-8%	4	-28	0	1.3	9	1	2	0.3%
COc1cc(OC)cc(-c2nc3ccccc3c(=O)n2NC(=O)c2cccnc2Cl)c1	-5%	1	-1	-5	0.1	-3	5	2	-0.8%
CCCCN(CCCC)CC(O)Cn1cc(/C=C/C(=O)c2ccccc2)c2ccccc21 (configuration not stated)	-17%	-10	.	-11	2.0	2	1	13	0.6%
CCN1CCN(S(=O)(=O)c2ccc3c(c2)NC(=O)CS3)CC1	-2%	.	-13	-12	-0.6	3	3	3	-0.2%
Cc1cc(NC(=O)CC2CCCC2)ccc1Br	?	2	-3	-11	0.2	7	1	1	0.0%
CCSc1nnc(-c2ccccc2NC(C)=O)c(=O)[nH]1	0%	0	11	-3	0.7	6	19	1	-1.5%
Cc1ccc(F)cc1NC(=O)CSCc1c(C)noc1C	.	12	1	4	-0.3	-3	-1	1	-0.2%
COc1ccc(/C=C/C=C2\N=C(SC)SC2=O)cc1	1%	1	-4	-1	4.2	6	-4	11	0.1%
O=C(CCc1ccccc1)N1CCN(c2ccccc2F)CC1	-7%	2	12	-9	0.2	2	-2	0	-0.2%
COC(=O)C(C)(C)ONC(=O)Nc1ccccc1Cl	?	-13	-65*	-8	-0.2	6	11	0	0.3%
CCCC(=O)Nc1nc2nc(-c3ccccc3)cc(=O)n2[nH]1	-6%	3	11	5	-0.5	0	4	1	-0.9%
COc1ccc(CNC(=O)C(c2ccco2)N(Cc2ccccc2)C(=O)Cc2cccs2)cc1 (configuration not stated)	-11%	1	7	3	1.3	1	0	8	0.1%
CNC(=S)N/N=C(\C)c1ccc(Cl)s1	3%	-1	-4	-18	-0.9	-6	-8	0	1.3%
Cc1ccc(CS(=O)(=O)CCC(=O)NCCCN2CCCC2)cc1	-9%	28	-5	21	-0.5	-7	3	1	1.4%
O=C(NCCc1ccccc1)c1ccc(=O)oc1	-15%	14	0	9	0.1	-1	0	0	-1.1%
Cc1ccc(S(=O)(=O)NCc2ccccc2)cc1C(=O)N1CCN(c2ccccc2)CC1	.	14	3	-17	-2.5	-3	10	0	1.0%
CS(=O)(=O)N(CC(=O)NC1CCCC1)c1ccc2c(c1)OCCO2	16%	1	-2	-8	1.6	6	12	2	1.1%
CCC1C(C#N)=C(SC)NC2=C1C(=O)CC(C)(C)C2 (configuration not stated)	-4%	-14	1	18	-0.5	-1	-3	1	1.5%
O=C(Nc1ccccc1)c1ccc(CN2CCc3ccccc3C2)cc1	-9%	.	-23	-9	0.0	-3	-5	5	0.8%
O=C(OCC(=O)N1CCc2ccccc21)c1ccc(Cl)nc1	-22%	0	16	-9	-0.1	5	-3	2	-0.7%
COc1ccccc1C(=O)Nc1ccccc1OCc1cc(=O)n2cc(C)sc2n1	-3%	0	.	-3	0.1	-3	-7	2	4.8%
CCN(C(=O)c1ccc(S(=O)(=O)N2CCC(C)CC2)cc1)C1CCS(=O)(=O)C1 (configuration not stated)	.	9	-4	-13	-0.6	0	-3	0	0.5%
O=C(CC(c1cccs1)N1Cc2ccccc2C1=O)Nc1ccc(F)c(Cl)c1 (configuration not stated)	-10%	-9	.	-16	1.6	-3	-6	9	5.0%

2 compounds from above, showing only D1 agonist and D1 PAM.
Structure	D1 agonist	D1 PAM
O=C(Nc1ccccc1)c1ccc(CN2CCc3ccccc3C2)cc1	5	-3
O=C(OCC(=O)N1CCc2ccccc21)c1ccc(Cl)nc1	2	5

Going on with the list.
SMILES	Apoferritin bind	D2 PAM	RXFP1 antag	D1 antag	TRHR ag	D1 PAM	TRHR PAM	D1 agonist	RXFP1 agonist
CCN(CC)CCCN(Cc1cc2cc3c(cc2[nH]c1=O)OCO3)C(=S)NCc1ccco1	-9%	-20	-20	4	-2.2	2	5	2	-1.1%
COc1ccc(C(=O)NC2CCCc3c2cnn3-c2ccc(C)c(C)c2)c(OC)c1OC (configuration not stated)	-8%	6	-4	-16	-0.4	-1	-3	2	-0.3%
COc1ccc(NC(=O)NC2CCN(C(C)C)CC2)c(OC)c1	-10%	18	-3	7	0.8	1	-3	1	-2.2%
O=C(Nc1ccccc1)c1cc(N2CCOCC2)nc2ccccc12	68%[activator]	12	-16	-55*	-0.1	0	1	1	4.2%
O=c1c(O[C@H]2O[C@@H](CO)[C@H](O)[C@@H](O)[C@@H]2O)c(-c2ccc(O)cc2)oc2cc(O)cc(O)c12	.	7	.	4	-0.3	0	5	0	-0.3%

Random excerpt: 3 records from the list, in no set order.
SMILES	Apoferritin bind	D2 PAM	RXFP1 antag	D1 antag	TRHR ag	D1 PAM	TRHR PAM	D1 agonist	RXFP1 agonist
O=c1c(O[C@H]2O[C@@H](CO)[C@H](O)[C@@H](O)[C@@H]2O)c(-c2ccc(O)cc2)oc2cc(O)cc(O)c12	.	7	.	4	-0.3	0	5	0	-0.3%
COc1ccc(C(=O)NC2CCCc3c2cnn3-c2ccc(C)c(C)c2)c(OC)c1OC (configuration not stated)	-8%	6	-4	-16	-0.4	-1	-3	2	-0.3%
COc1ccc(NC(=O)NC2CCN(C(C)C)CC2)c(OC)c1	-10%	18	-3	7	0.8	1	-3	1	-2.2%

Source: PubChem BioAssay (National Center for Advancing Translational Sciences (NCATS))
